Compound activity: PubChem BioAssay, several laboratories
CHT PAM: human CHT allosteric activation. CHT-expressing cells, membrane potential dye, choline EC20; active compounds read high; LV-AA mutant CHT in HEK293 cells. B-score at 10 µM. Q9GZV3. hit rate 0.49% among 310,000;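 active means initial fluorescence not abnormally high and integrated response B-score, plate-corrected, over 3 SD above library mean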
Target sequence (Q9GZV3 whole entry, looked up): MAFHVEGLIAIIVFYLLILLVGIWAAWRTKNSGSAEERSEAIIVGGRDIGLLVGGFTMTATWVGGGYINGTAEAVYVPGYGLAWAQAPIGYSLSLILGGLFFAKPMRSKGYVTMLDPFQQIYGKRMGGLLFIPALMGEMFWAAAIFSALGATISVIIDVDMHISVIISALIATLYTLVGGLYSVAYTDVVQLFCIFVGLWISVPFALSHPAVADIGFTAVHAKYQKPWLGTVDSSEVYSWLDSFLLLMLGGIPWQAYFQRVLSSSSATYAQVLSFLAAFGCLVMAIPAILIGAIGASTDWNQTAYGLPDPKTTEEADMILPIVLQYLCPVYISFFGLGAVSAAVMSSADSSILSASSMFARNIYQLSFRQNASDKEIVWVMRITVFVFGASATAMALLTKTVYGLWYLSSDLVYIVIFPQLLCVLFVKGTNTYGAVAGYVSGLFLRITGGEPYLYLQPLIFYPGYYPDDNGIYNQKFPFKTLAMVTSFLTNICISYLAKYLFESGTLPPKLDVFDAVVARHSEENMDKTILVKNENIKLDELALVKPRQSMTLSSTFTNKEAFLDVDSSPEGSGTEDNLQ
OX1R antag: human HCRTR1 antagonism; CHO/OX1R cells, Fluo-8 calcium fluorescence, orexin A; O43613; inhibition, % at 5 µM; hit rate 0.43% among 330,000; AID 434989;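 active means inhibition above its plate's threshold, mean inhibition of all tested compounds on the plate plus 3 SD, cut at about 37% in these data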;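 further: 0% = orexin A challenge wells and 100% = SB-334867-A antagonist wells; not every result past the cut was called active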
Target sequence (O43613 whole entry, looked up): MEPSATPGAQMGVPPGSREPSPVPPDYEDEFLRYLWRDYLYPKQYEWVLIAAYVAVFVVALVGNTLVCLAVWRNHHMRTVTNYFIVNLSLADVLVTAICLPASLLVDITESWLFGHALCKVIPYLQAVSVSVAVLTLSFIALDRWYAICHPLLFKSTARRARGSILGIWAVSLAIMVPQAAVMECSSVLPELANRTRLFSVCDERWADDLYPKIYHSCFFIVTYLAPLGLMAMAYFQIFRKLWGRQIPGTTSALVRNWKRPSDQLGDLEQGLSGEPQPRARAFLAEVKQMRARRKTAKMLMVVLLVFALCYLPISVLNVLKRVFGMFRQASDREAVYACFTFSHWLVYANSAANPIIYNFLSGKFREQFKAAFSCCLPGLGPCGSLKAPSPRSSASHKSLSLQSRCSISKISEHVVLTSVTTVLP
The depositor's hits bear a star; i = inactive; x = no result given.

The first two entries, ahead of the listing:
Every second line gives: CHT PAM	OX1R antag
> Cn1c(Cc2ccccc2)[n+](C)c2ccccc21
  i	-7.7
> CCOc1ccc(N2C(=O)CC(SC(=NC)Nc3ccc(F)cc3)C2=O)cc1 (configuration not stated)
  i	-12.5

The whole of this part (from the top)
Every second line gives: CHT PAM	OX1R antag
> Cn1c(Cc2ccccc2)[n+](C)c2ccccc21
  i	-7.7
> CCOc1ccc(N2C(=O)CC(SC(=NC)Nc3ccc(F)cc3)C2=O)cc1 (configuration not stated)
  i	-12.5
> O=C(c1ccccc1)N1CCN(c2ncnc3c(-c4ccccc4)nsc23)CC1
  i	-22.0
> CCCCc1ccc(S(=O)(=O)NCCCN2CCCC2=O)cc1
  i	-16.1
> CCOc1cccc(C(=O)N(Cc2ccco2)C2CCS(=O)(=O)C2)c1 (configuration not stated)
  i	-7.9
> CC1=C(C(=O)OC2CCCCC2)C(c2ccc(N(C)C)cc2)NC(=O)N1 (configuration not stated)
  i	-38.2
> COc1ccc(C)cc1NC(=O)CNC(=O)c1sc2ccccc2c1Cl
  i	-21.9
> CCN1CCCC1CNC(=O)c1ccc2c(c1)NC(=O)/C(=C\c1ccc(OC)c(OC)c1)S2 (configuration not stated)
  i	-19.7
> O=C(Nc1cccc(-c2cn3c(n2)SCC3)c1)c1ccc(Br)o1
  i	-7.3
> CC1(C)CC(=O)C(C2=NC3(CCCCCC3)Cc3ccccc32)=C(O)C1
  i	11.7
> O/N=C/c1ccccc1Oc1ccc(Cl)cc1
  i	-28.8
> COc1ccc(Nc2nc(-c3cccc([N+](=O)[O-])c3)nc3ccccc23)cc1
  i	-9.9
> COC(=O)CSc1nc2cc3c(cc2cc1C)OCCO3
  i	-5.0
> CCOc1ccc(OCc2ccc(C(=O)N(C)c3ccccc3)o2)cc1
  i	x
> N#C/C(=N\Nc1cccc(C(F)(F)F)c1)C(=O)c1csc(-c2cccnc2)n1
  i	-5.0
> Cc1nn(Cc2ccccc2)c(C)c1C(=O)OCC(=O)c1cc(C)n(CC(F)(F)F)c1C
  i	0.8
> COC(=O)c1ccc(CNC(=O)COC(=O)/C=C/c2ccc(OC)c(OC)c2)cc1
  x	-29.0
> COCCCn1cc(C(=O)c2cc(OC)ccc2OCC(=O)Nc2cc(C)on2)cc(C#N)c1=O
  i	-21.2
> c1ccc(-n2cnnc2SCc2cn3ccsc3n2)cc1
  i	-23.8
> CCCCCc1cc(=O)oc2c(C(CCN3CCN(c4ccccc4)CC3)c3ccc4c(c3)OCO4)c(OC)cc(OC)c12 (configuration not stated)
  i	-25.7

Look-ups from the entries so far.
For OX1R antag, CCCCc1ccc(S(=O)(=O)NCCCN2CCCC2=O)cc1 has -16.1
For OX1R antag, COC(=O)c1ccc(CNC(=O)COC(=O)/C=C/c2ccc(OC)c(OC)c2)cc1 has -29.0
For OX1R antag, CC1(C)CC(=O)C(C2=NC3(CCCCCC3)Cc3ccccc32)=C(O)C1 has 11.7

(more compounds)
Every second line gives: CHT PAM	OX1R antag
> COc1ccc(C(C)=O)cc1CS(=O)(=O)CC(=O)NCCc1c[nH]c2ccccc12
  x	29.4
> COc1ccc(C(=O)Nc2ccc3c(c2)OCCO3)cc1
  i	-4.7
> CSc1nc(N(C)C)c2ccccc2n1
  i	-11.6
> COc1ccc(C)cc1-n1c(-c2ccncc2)n[nH]c1=S
  i	-16.6
> COc1cccc(NC(=O)COC(=O)COc2ccccc2[N+](=O)[O-])c1
  i	-1.8
> CCOC(=O)c1c(C)[nH]c(=S)c(C#N)c1-c1ccccc1
  i	-9.2
> Cc1cc(C)nc(SCC(=O)c2ccc(F)c(C)c2)n1
  i	-13.8
> CCc1cc(/C(Cc2ccccn2)=N\Nc2ccccc2)c(O)cc1O
  i	-21.7
> Cc1cc2cc(C#N)c(N3CCN(S(C)(=O)=O)CC3)nc2cc1C
  i	-24.1
> CS(=O)(=O)N1CCC(C(=O)N2CCN(c3ccccc3)CC2)CC1
  i	-13.7
> Cc1ccc(Cl)c(OCC(=O)N(C)CC(=O)Nc2ccc(N3CCOCC3)cc2)c1
  i	-10.0
> CCCc1nc(SCC(=O)N2CCc3ccccc32)c2c(C)c(C)sc2n1
  i	-0.6
> NNC(=O)COc1ccc2oc3c(c2c1)CCCC3
  i	-27.3
> Cc1c(NC(=O)CSc2ccc(Cl)cc2)cccc1-c1nc2ncccc2o1
  i	-36.7
> COc1ccccc1-c1cc(C(=O)N/N=C/c2sccc2C)c2ccccc2n1
  i	-19.5
> CCCCn1c(N)c(N(CC(C)C)C(=O)CC2CCCCC2)c(=O)[nH]c1=O
  i	-22.7
> CCCCC(=O)OCC(=O)c1[nH]c(C)c(C(=O)OCC)c1C
  i	-15.8
> S=c1[nH]nc(-c2cccc(Cl)c2)n1CCN1CCCCC1
  i	-21.9
> O=C(NCc1ccccc1)c1nc[nH]c1C(=O)NCc1ccccc1
  i	-20.8
> CCC1Sc2ccc(S(=O)(=O)Nc3ccc(OC)cc3)cc2NC1=O (configuration not stated)
  i	7.9

Every second line gives: CHT PAM	OX1R antag
> CCN(CC(=O)NCc1cccs1)C(=O)c1cccc(S(=O)(=O)Nc2cccc(C)c2)c1
  x	-7.3
> N#C/C(=C\c1ccc(-c2cccc([N+](=O)[O-])c2)o1)C(=O)NCCN1CCOCC1
  i	-15.5
> O=c1oc(-c2cccc(Cl)c2)nc2c1cnn2-c1ccccc1
  i	8.9
> Fc1ccccc1N1CCN(C2CCCN(Cc3cccc(C(F)(F)F)c3)C2)CC1 (configuration not stated)
  i	-35.1
> COc1ccccc1NC(=O)Cn1nnc2sc3c(c2c1=O)CC(C)(C)OC3
  i	-25.7
> O=C(Nc1ccc(S(=O)(=O)Nc2ccccc2)cc1)C1COc2ccccc2O1 (configuration not stated)
  i	18.4
> CCCCNC(=O)NNC(=O)COc1cc(C)cc(C)c1
  i	-1.9
> O=S(=O)(NCc1ccc(F)cc1)c1ccc(Br)cc1Br
  x	-11.6
> Cc1cc2ncn(C(=O)N3CCCCC3)c2cc1C
  i	-17.0
> Fc1ccc(-n2c(CN3CCCCC3)n[nH]c2=S)cc1
  i	-6.8
> Cc1nc(N)c(Br)c(C)c1Br
  i	4.1
> O=C(CC1(O)C(=O)N(Cc2ccccc2)c2ccccc21)c1ccc2c(c1)OCO2 (configuration not stated)
  i	-5.6
> COc1cccc(/C=C2\SC(=S)N(CCCC(=O)NC3=NCCS3)C2=O)c1
  i	-19.2
> CC(C)(CSc1ccccn1)NS(=O)(=O)c1ccc(Cl)cc1
  i	-20.9
> COc1ccc(CN(CC(=O)NCc2ccc3c(c2)OCO3)C(=O)c2csnn2)cc1
  i	-5.5
> c1ccc(-n2nnnc2NC2CCCCC2)cc1
  i	-15.2
> CC1CCN(C(=O)CSc2nnc(CNC(=O)c3ccc(S(=O)(=O)N(C)C)cc3)o2)CC1
  i	-4.9
> CCCc1cc(=O)[nH]c(SCC(=O)c2cc(C)n(CCOC)c2C)n1
  i	-20.7
> Cc1cc(C)nc(N(C#N)Cc2ccc(Cl)cc2)n1
  i	-15.5
> COc1ccc(-c2nnn(CC(=O)N3CCN(c4ccccc4OC)CC3)n2)cc1
  i	-20.4

Every second line gives: CHT PAM	OX1R antag
> COc1ccc(CCNC(=O)COc2cccc3c2OC(C)(C)C3)cc1OC
  i	-24.1
> C/C(=N\NS(=O)(=O)c1ccccc1)c1ccc2c(c1)OCCO2
  i	-14.3
> CNC(=O)c1ncoc1-c1ccc(Cl)cc1
  i	-18.5
> COc1ccc(C)cc1S(=O)(=O)Nc1cccc(Cl)c1Cl
  i	-13.4
> CCOc1ccc(S(=O)(=O)Nc2ccccc2SC)c2cccnc12
  i	-30.5
> O=C(Nc1cccc(-c2ccccc2)c1)N1CCN(C(=O)Nc2cccc(-c3ccccc3)c2)CC1
  i	-5.5
> COc1ccccc1NC(=O)c1ccc(NC2=NC3CS(=O)(=O)CC3S2)cc1 (configuration not stated)
  i	1.0
> COc1ccccc1C(C(=O)NCc1ccc(F)cc1)N(C(=O)c1csnn1)C1CC1 (configuration not stated)
  i	-27.0
> S=c1[nH]nc(-c2cccs2)n1/N=C/c1cn(-c2ccccc2)nc1-c1ccccc1
  i	-37.1
> CN(CCCNC(=O)COc1cc(=O)n(C)c2ccccc12)Cc1ccccc1
  i	-22.3
> CCCCNC(=O)N(O)C1N(/N=C/c2cccs2)C(=S)SC1(C)C (configuration not stated)
  i	-19.2
> Cc1cc(C)cc(C(=O)Nc2cccc(NC(=O)c3ccco3)c2)c1
  i	x
> COC(=O)C(Cc1ccccc1)NC(=O)CC(C)CC(=O)Nc1ccc(OC)cc1OC (configuration not stated)
  i	-6.3
> Cc1cc(C)c(NC(=O)CCCn2c(=O)oc3ccccc32)c(C)c1
  x	-23.5
> Cc1cccc(-c2nnc(SCc3ccccc3)o2)c1
  i	-28.4
> O=C(NC1CCC(O)CC1)c1cc(-c2ccco2)nc2ccccc12 (configuration not stated)
  i	-19.9
> N#C/C(=C\Nc1ccccc1SC(F)(F)F)c1nc(-c2ccccc2)cs1
  i	0.6
> O=C(Nc1ccccc1)NC1(C(=O)NCc2ccco2)CCCCC1
  i	-21.3
> O=C(NCC1CCCO1)c1cccnc1Nc1ccccc1F (configuration not stated)
  i	-20.1
> CCOc1cc(/C=C/C(=O)O)ccc1OCc1ccccc1
  i	0.2

Every second line gives: CHT PAM	OX1R antag
> Cc1sc2ncnc(N3CCCCC3)c2c1C
  i	-16.9
> CC[n+]1c(/C=C/C=C/N(C(C)=O)c2ccccc2)sc2ccccc21
  i	-22.1
> COc1ccccc1C(=O)NCCC(=O)NC(C)c1ccc(-n2ccnc2)cc1 (configuration not stated)
  i	-27.6
> Cc1ccc(CS(=O)(=O)CCC(=O)NCCC2=CCCCC2)cc1
  i	-25.5
> N#C/C(=C(/O)c1ccc(C(=O)c2ccccc2)cc1)c1nc2ccccc2[nH]1
  i	-17.1
> CCCc1cc(C(=O)Cc2ccccn2)c(O)cc1O
  i	-10.5
> CCSc1ncc(Cl)c(C(=O)Nc2ccc(S(=O)(=O)Nc3ncccn3)cc2)n1
  i	-6.4
> NC(=O)c1ccc[n+](CC(=O)NCc2ccc(Cl)cc2)c1
  i	-6.8
> O=C1Nc2ccc([N+](=O)[O-])cc2C1(O)N1CCCCCC1 (configuration not stated)
  i	3.4
> CCC12CC3CC(C1)CC(C(=O)NNC(N)=O)(C3)C2
  i	0.1
> C=CCn1c(SCC(=O)c2cc(C)n(Cc3cccs3)c2C)nnc1-c1ccncc1
  i	-27.1
> CC(=O)Nc1ccc(S(=O)(=O)Nc2c(C)n(C)n(-c3ccccc3)c2=O)cc1
  i	-16.4
> O=C1N[C@@H](Cc2ccccc2)C(=O)N1CCN1CCOCC1
  i	12.4
> CCC1=C(OC(=O)N(CC)CC)N2C(=O)OC(=NCC3CC3)[C@]2(C)[C@H]2C1=CC[C@H]1C(=O)N(CC)C(=O)[C@H]12
  i	-28.0
> COc1ccc(S(=O)CC(=O)Nc2ccccc2Cl)cc1 (configuration not stated)
  i	-8.7
> CCc1n[nH]c(=S)n1/N=C/c1cccc2ccccc12
  i	-20.6
> O=C(N/N=C\c1ccc(CNS(=O)(=O)c2ccc(Cl)cc2)o1)C(=O)Nc1ccc(Oc2ccccc2)cc1
  i	-3.4
> CCC(C)(c1ccc(C=O)s1)c1ccc(C=O)s1
  i	1.1
> Cc1c(Cl)cccc1NC(=O)CSc1ncnc2c1cnn2CCO
  i	x
> O=C(CN1CCOCC1)Nc1ccc([N+](=O)[O-])cc1
  i	-0.9

Every second line gives: CHT PAM	OX1R antag
> Cc1ccc2c3c1C(=O)C(=O)N3C(C)(C)CC2C (configuration not stated)
  i	-4.4
> COC(=O)N1CCN(c2ccc(C)c(C)c2)CC1
  i	5.4
> COc1cc2[nH]c(=O)n(CCCCCC(=O)NCCCN3CCOCC3)c(=O)c2cc1OC
  i	-0.5
> CCOc1cc(/C=N/NC(=O)CCc2n[nH]c(=O)[nH]c2=O)ccc1O
  i	-15.7
> CCOc1ccc(C=Nc2cccc3ncccc23)cc1
  i	5.2
> Cc1nc2ccc(C(=O)N3CCSCC3)cc2s1
  i	-17.2
> Cc1cc(NC(=O)CSc2ccc3nnc(-c4cccc(F)c4)n3n2)no1
  i	-21.4
> COc1ccc(OC)c(CC(=O)Nc2ccc3c(c2)CCC3)c1
  i	-10.4
> O=C(NCc1ccco1)c1cc(-c2ccco2)on1
  i	-3.7
> O=C(CSc1n[nH]c(-c2ccccc2Cl)n1)NC1CCCCC1
  i	-14.9
> Cc1cc(NC(=O)c2cc(-c3cccc(Cl)c3)on2)no1
  i	2.5
> CCOC(=O)C1CCCN(C(=O)CCCn2c(=O)c3cccn3c3cccnc32)C1 (configuration not stated)
  i	-18.2
> COc1ccc(/C=N/NC(=O)CNC(=O)c2cccs2)cc1
  i	-3.9
> COc1ccc(Cl)cc1NC(=O)CN(C)C(=O)c1ccc(-n2nc(C)cc2C)cc1
  x	-6.7
> CSc1ncccc1C(=O)Nc1nnc(C2CC2)s1
  i	-8.9
> Cc1cc(C(=O)NN=C2CC(=O)CC(C)(C)C2)c(C)o1
  x	-10.8
> FC(F)(F)c1nc2ccccc2n1CCNc1nc(CN2CCCCC2)cs1
  i	-14.4
> CCCC(C(=O)NC(C)(C)C)N(Cc1ccccc1Cl)C(=O)c1snc(C(N)=O)c1N (configuration not stated)
  i	-40.9
> O=c1c2cc(N3CCOCC3)ccc2[nH]c(=S)n1Cc1ccccc1Cl
  i	-32.9
> COc1ccc(NC(=O)CN(C)C(=O)c2ccccc2Sc2ncnc3sc(C)c(C)c23)cc1
  i	-23.3

Every second line gives: CHT PAM	OX1R antag
> O=Nc1c(O)c2ccccc2c2ccccc12
  i	-10.4
> Cn1nnnc1SCC(=O)NCCc1ccc(Cl)cc1
  i	-11.9
> COc1ccc2sc(-c3ccccc3OC)c(C#Cc3cncn3C)c2c1
  x	-49.2
> Cc1ccc(NN=C2C(=O)OC(C)(C)OC2=O)c(C)c1
  i	-8.4
> Clc1ccc(C2=NCCn3nc4ccccc4c32)cc1
  i	-6.4
> CS(=O)(=O)NCCNC(=O)c1cc(OCC(F)(F)F)ccc1OCC(F)(F)F
  i	-18.1
> O=C(NCCC(=O)N1CCCCC1)c1ccccc1Cl
  i	-5.1
> O=C1c2ccccc2-c2c1cccc2C(=O)N(CCO)CCO
  i	-8.9
